Screening data (PubChem)
mcGAS inh – inhibitors of mouse cGAS | Q8C6L5 | recombinant cGAS, Kinase-Glo ATP depletion luminescence | actives 0.15% (n = 160,000) | inhibition, % at 12.5 µM;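 further: 0% = negative control wells and 100% = reference inhibitor with no enzyme activity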
NPYLR7 agonist – activates Aedes aegypti NPYLR7 receptor; HEK293T NPYLR7/Galpha15, GCaMP6s calcium fluorescence; activation, % at 10 µM; actives 0.15% (n = 270,000); in the data active means activation above about 40%;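 further: 0% = vehicle and 100% = reference agonist at the receptor; some compounds past the cut are filed as inactive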
hcGAS lum – inhibitors of human cGAS. Q8N884. inhibition, % at 12.5 µM. AID 1259398. actives 0.081% (n = 290,000). recombinant h-cGAS, ATP depletion, Kinase-Glo luminescence;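 further: 0% = vehicle reaction and 100% = reaction without DNA for no activity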
Target sequence (Q8N884 whole entry, looked up): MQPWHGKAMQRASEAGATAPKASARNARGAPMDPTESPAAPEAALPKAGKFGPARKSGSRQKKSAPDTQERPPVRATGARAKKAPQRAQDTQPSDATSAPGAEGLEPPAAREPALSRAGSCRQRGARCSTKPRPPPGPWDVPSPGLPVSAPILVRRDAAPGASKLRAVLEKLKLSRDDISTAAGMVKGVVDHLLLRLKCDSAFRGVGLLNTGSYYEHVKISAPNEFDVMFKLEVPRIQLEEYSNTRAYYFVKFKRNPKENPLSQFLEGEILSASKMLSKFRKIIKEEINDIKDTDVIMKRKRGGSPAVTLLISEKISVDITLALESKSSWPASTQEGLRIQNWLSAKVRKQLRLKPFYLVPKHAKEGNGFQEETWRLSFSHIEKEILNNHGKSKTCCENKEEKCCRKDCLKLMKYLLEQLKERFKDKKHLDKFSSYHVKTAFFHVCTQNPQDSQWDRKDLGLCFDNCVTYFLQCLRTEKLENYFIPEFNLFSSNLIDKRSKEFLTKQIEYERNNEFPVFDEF
Numbers without * were called inactive; . = not tested or not shown; & = joins results of further samples. Unless noted, no stated cut-off is given here; in the data, active means inhibition above about 40%; inactive means the rest.

Each structure is followed by: mcGAS inh	NPYLR7 agonist	hcGAS lum
CCCS(=O)(=O)NCc1nnnn1-c1ccccc1
 : 1	5	-1
CC(=O)c1ccc(Cl)s1
 : .	3	3
CCc1nc2c(s1)C(N(C)C(=O)C1CC1c1ccco1)CCC2 (stereo not given)
 : .	3	5
O=c1[nH]c(-c2ccccc2)nc2sc(-c3ccccc3)cc12
 : .	-2	7
COC(=O)CCCC(=O)N1CCCN(Cc2cc(=O)c(OCc3ccc(C(C)(C)C)cc3)co2)CC1
 : -7	23	-7
O=C(CCC(F)(F)F)N(CCN1CCCCC1)CC1CCCN(C2CCCC2)C1 (stereo not given)
 : .	0	-3
CC(C)C(O)CCNC(=O)c1sccc1OC(F)F (stereo not given)
 : .	8	-6
CNc1cc(N2CCCC2CNCc2c(C)nn(C)c2Cl)ncn1 (stereo not given)
 : .	3	-10
CC1(O)CC2C(CC1O)C2(C)C (stereo not given)
 : .	-4	-2
CO[C@@H]1COCC[C@H]1NC(=O)CCC(F)(F)F
 : -6	.	-9
O=C(NC1CCCCC1)c1ccc(NC2CC2)c([N+](=O)[O-])c1
 : -9	1	-9
COCCOc1cc(NC(=O)N(C)C(C)c2ccccc2F)ccc1OC (stereo not given)
 : -11	-6	-5
Cc1ccc(C(=O)N(CCN2C(=O)c3ccccc3C2=O)c2ccc(C)cc2)cc1
 : 1	-9	2
COc1ccccc1-n1cc(CN2CC(C(=O)O)CC2=O)cn1 (stereo not given)
 : -11	.	-6
COCCCNCc1nc2sc3c(c2c(=O)[nH]1)CCN(Cc1ccccc1)C3
 : 3	-4	4
COCC(C)n1c(C)cc(C2=NNC(=Nc3ccc(F)cc3F)SC2)c1C (stereo not given)
 : .	10	-6
CCSCCOC(=O)C1=C(C)N(C)C(=O)NC1c1ccccc1Cl (stereo not given)
 : .	6	-4
CCNC(=O)C1(C)CCCN1C(=O)c1ccc2c(c1)OCO2 (stereo not given)
 : -7	4	-18
CC(C)CN1CC(C(=O)N2CCc3[nH]nc(-c4cccc(F)c4)c3C2)CC1=O (stereo not given)
 : -12	9	-8
Cc1cc(C)n(C(=O)OCc2ccccc2)n1
 : .	-2	3

Quoted at random: three compounds from above, in no set order.
Each structure is followed by: mcGAS inh	NPYLR7 agonist	hcGAS lum
CC1(O)CC2C(CC1O)C2(C)C (stereo not given)
 : .	-4	-2
O=C(CCC(F)(F)F)N(CCN1CCCCC1)CC1CCCN(C2CCCC2)C1 (stereo not given)
 : .	0	-3
COCCCNCc1nc2sc3c(c2c(=O)[nH]1)CCN(Cc1ccccc1)C3
 : 3	-4	4

Later entries.
Each structure is followed by: mcGAS inh	NPYLR7 agonist	hcGAS lum
COCc1c(Br)c(C)nc(OCC(=O)N/N=C\c2cc([N+](=O)[O-])ccc2Cl)c1C#N
 : -6	6	-3
CCOC(=O)C1C(=O)C=C(c2cccs2)CC1c1ccccc1C (stereo not given)
 : -7	5	-3
CS(=O)(=O)c1ccc(NC(=O)CCCc2c[nH]c3ccccc23)cn1
 : .	-2	7
O=C(NC(c1ccc(Cl)cc1)c1ccccn1)C1CCN(Cc2ccc3ccccc3n2)CC1 (stereo not given)
 : -3	7	-2
COc1ccccc1C(=O)Oc1ccccc1/C=N\n1c(=O)c(C(C)(C)C)nn2cnnc12
 : .	-2	-3
CCCc1nnc2sc(C(C)Oc3ccccc3)nn12 (stereo not given)
 : -8	0	-6
COc1ccc(C2=C(C(C)=O)Sc3nnc(C)n3N2C(C)=O)cc1
 : .	5	-15
CCOC(=O)c1nn(-c2ccc(C)cc2)c(=O)cc1OCc1cccc(C)c1
 : .	12	-3
Cc1nnc2ccc(OCCNC(=O)Nc3ccc(Cl)cc3)nn12
 : -6	1	-6
CC1CCc2c(sc3nc(/C(C#N)=C/c4ccc(OC(F)F)cc4)[nH]c(=O)c23)C1 (stereo not given)
 : .	0	-8
CCc1cccc2c(C(CC(=O)NC(C)c3ccccc3)c3ccccc3Cl)c[nH]c12 (stereo not given)
 : -8	.	-3
CCOCCCN(CC(=O)N(Cc1ccc(F)cc1)Cc1ccco1)C(=O)Nc1ccc(F)cc1F
 : -6	.	-14
CC(=O)Oc1c(-c2ccc(NC(=O)c3ccco3)cc2)c(-c2cccc(N(C)C)c2)nn1-c1cccc(C)c1
 : -4	15	-3
CC(=O)NCCc1cn(-c2ccc(-c3ncc(C)cn3)cc2)cn1
 : .	15	-4
CCOC(=O)C1(C)CCCCCN1C(=O)c1ccc(OC)cc1 (stereo not given)
 : .	0	-3
C#CC(O)(c1ccc(OC)c(OC)c1)c1ccc(OC)cc1OC (stereo not given)
 : 0	-4	5
C/C=C\Cn1c(C(=O)N2CCN(C(=O)C(Cl)c3ccccc3)C(C)C2)cc2ccsc21 (stereo not given)
 : 2	-7	3
COc1cc(C=CC(=O)c2c(-c3ccccc3)c3cc([N+](=O)[O-])ccc3[nH]c2=O)cc(OC)c1OC
 : -1	-4	-2
CC1CCN(Cc2nnnn2CCCC(=O)NC(c2ccccn2)C(F)(F)F)CC1 (stereo not given)
 : .	3	2
CCN[C@H]1C[C@H](C)S(=O)(=O)c2sc(S(N)(=O)=O)cc21
 : .	5	-5

Overlap with the part before: 2 entries, followed by the next part.
Each structure is followed by: mcGAS inh	NPYLR7 agonist	hcGAS lum
CC1CCN(Cc2nnnn2CCCC(=O)NC(c2ccccn2)C(F)(F)F)CC1 (stereo not given)
 : .	3	2
CCN[C@H]1C[C@H](C)S(=O)(=O)c2sc(S(N)(=O)=O)cc21
 : .	5	-5
NC(=O)COc1ccc(C(=O)NNC(=O)CN2c3cccc4cccc(c34)S2(=O)=O)cc1
 : .	31	-5
Cn1c2c(c(=O)n(C)c1=O)C(c1ccc(C(F)(F)F)cc1)C1C(=O)OCC1=N2 (stereo not given)
 : -9	-3	-8
CCc1c(C(=O)N2CCc3ccc(F)cc32)cnn1-c1ccccn1
 : .	-2	6
Cc1n[nH]c(=O)c2c(NC(=O)CSc3ccc(F)cc3)oc(C)c12
 : -1	2	0
C=CCn1c(SCCc2ccccc2)nc2c1c(=O)n(C)c(=O)n2C
 : .	-5	-6
O=c1oc2ccc3ccccc3c2cc1-c1nnc(Nc2ccccc2)s1
 : -6	-5	-6
O=C(NC1CC1)C(C1CCCC1)N1CCN(C(=O)c2cccc([N+](=O)[O-])c2)CC1 (stereo not given)
 : -3	-10	-1
O=C(CCS(=O)(=O)c1ncccc1Cl)Nc1ccc(F)cc1
 : .	6	-6&-7
Cc1onc(-c2ccccc2)c1C(=O)N1CCN(c2ccc([N+](=O)[O-])cc2)CC1
 : .	0	-1
N#CCCN1CCN(S(=O)(=O)c2ccc(S(=O)(=O)NC3CC3)cc2)CC1
 : .	-3	-13
COc1ccc(-c2nn(CCC(=O)O)cc2C=C(C#N)C#N)cc1OC
 : 3	9	1
CN(c1c(F)cccc1F)S(=O)(=O)c1cccc(F)c1
 : -11	-8	-6
Fc1ccccc1Nc1nc(-c2ccc(Cl)cc2)nc2cc(Cl)ccc12
 : -5	7	-3
O=C(NCCc1nnc2n1CCC2)c1cc2c(s1)CCCC2
 : .	-1	-15
COc1ccc(-n2c(=O)[nH]c3c(C(N)=O)nc(-c4ccccc4OC)nc32)cc1OC
 : -7	-4	-6
NCCn1cc(C(=O)N2CCN(CC3CC3)[C@@H]3CS(=O)(=O)C[C@@H]32)nn1
 : -6	.	-14
CCc1cc2c(=O)n(CCCOC)c(SCC(=O)Nc3ccccc3[N+](=O)[O-])nc2s1
 : -5	-5	-4
Cc1nnc(NC(=O)CSc2nnc(CNC(=O)c3ccco3)n2-c2ccc([N+](=O)[O-])cc2)s1
 : .	-8	-5
CCN(CC)c1onc(-c2ccccc2)c1CN(CCN1CCOCC1)C(=O)c1ccc2c(c1)OCO2
 : -6	16	-3
COCCCN(Cc1ccc(C(O)(c2ccc(OC)cc2)c2ccc(OC)cc2)o1)Cc1cccs1
 : -5	3	-7
O=C(N(Cc1ccccn1)Cc1ccco1)C1(c2ccccc2)CCOCC1
 : .	13	0
Cc1cccc(CN(C(=O)c2ccc(F)cc2)C2CCC(NC(=O)C3CCN(S(=O)(=O)c4ccccc4)CC3)CC2)c1 (stereo not given)
 : -3	3	-2
O=C(c1cc(F)cc(F)c1)N(Cc1ccccc1)CC(O)c1ccsc1 (stereo not given)
 : .	1	-1
O=C(NCC1CCCN(C(=O)c2ccoc2)C1)c1ccc(F)cc1 (stereo not given)
 : 1	-12&-4	4&4
COc1ccc(Cl)cc1NC(=O)Nc1ccn(Cc2c(F)c(F)c(F)c(F)c2F)n1
 : .	14	-6
CCN(CC1CCCO1)C(=O)Cn1nnnc1CN1CCCC1 (stereo not given)
 : -4	-3	-7
O=C(COc1ncnc2ccc(Br)cc12)NCCC1=CCCCC1
 : -6	7	1
O=c1cc(CSCc2ccccc2C(F)(F)F)nc2ccccn12
 : -16	-2	-6
O=c1c2cc3c(=O)n(-c4ncn[nH]4)ccc3nc2ccn1Cc1ccccn1
 : .	-13	-4
COc1cc(C=C2SC(=S)NC2=O)ccc1OC(F)F
 : 13	-5	2
CCOCCCN(CC(=O)c1c(C)c(C(=O)OCC)n(CC)c1C)S(=O)(=O)c1ccc(Br)cc1
 : -5	18	-6
CC1CN(C(=O)c2ccn[nH]2)CC(c2ccc(F)cc2)O1 (stereo not given)
 : .	-4	-9
Cc1cc(C(=O)NCCc2ccc(Cl)cc2Cl)n2nc(-c3ccccc3)cc2n1
 : 19	18	-3
O=C(CCOc1ccccc1)NC1CC(=O)N(Cc2cccc(F)c2)C1 (stereo not given)
 : -9	20	-7
COc1ccc(N2CCCn3c2nc2c3c(=O)[nH]c(=O)n2C)cc1Cl
 : -9	5	-3
CCCCN1CCN(C(=O)Cc2ccccn2)CC1=O
 : .	11	-6
CCOC(=O)c1cc(-c2ccc3ccccc3c2)n(-c2ccc(C(=O)NC3Cc4ccccc4C3)cc2)n1
 : -4	4	-4
O=C(C[C@@H]1C[C@@H]2C=C[C@H]1C2)NCc1cccnc1Oc1ccccc1F
 : -2	-5	-2
Cc1cn(CCCO)c(=O)[nH]c1=S
 : .	9	-5
O=C(O)c1ccc(O)c(-c2ccccc2)c1
 : .	10	1

Next results.
SMILES	mcGAS inh	NPYLR7 agonist	hcGAS lum
CCCc1cc(NC(C)CC)n2nc(C)c(-c3ccccc3)c2n1 (stereo not given)	-6	6	-4
COc1ccccc1Nc1cc(N2CCOCC2)c2nonc2c1[N+](=O)[O-]	.	-8	3
Cc1ccc(O)c(CN2CCCn3cccc3C2c2ccc([N+](=O)[O-])cc2)c1 (stereo not given)	.	0	1
CC(C)c1nc(CNc2nccc(CCC(F)(F)F)n2)cs1	.	12	-5
Cc1ccc(C(c2ccccc2)N2CCN(C(=O)COCc3ccccc3)CC2)cc1 (stereo not given)	-5	17	-4
O=C(NCC1CCCO1)C1CCN(C2CCN(C(=O)CCC3CCCCC3)CC2)CC1 (stereo not given)	.	4&0	-2&-1
CCN1C(=O)NC(c2ccccc2[N+](=O)[O-])C(C(=O)OC(C)C)=C1C (stereo not given)	-8	1	-4
CCC1CN(Cc2cncn2CC(C)C)CCC(=O)N1Cc1ccccc1 (stereo not given)	.	10	-6
O=C(CCc1ccccc1)NC1CCN(c2ccccc2C(=O)NCC2CCCO2)CC1 (stereo not given)	-7	23	-8
CC(C)(C)c1nc(CN2CCC(c3ccccc3C(=O)O)C2)no1 (stereo not given)	.	1	-2
CCCn1cc(CN2CCN(Cc3ccc(OC)c(C)c3)C(CCO)C2)c(C)n1 (stereo not given)	.	-6	-5
Cc1sc(NC(=O)CC2(CC(=O)O)CCCCC2)c(C#N)c1C	.	-2	-3
COc1cc(-c2cc(C(=O)NCCCc3ccccc3)c3ccccc3n2)cc(OC)c1OC	-8	12	-7
Cc1ccc(-c2cc(C(=O)Nc3ccccc3C(N)=O)c3ccccc3n2)cc1C	-8	0	-6
CC1(C)[C@H]2CC=C(CN3CCC4(CC3)C(=O)N(CC(N)=O)C(=O)N4CCc3ccccc3)[C@@H]1C2	-15	12	-5
CC1CCC(C(C)C)C(OCC(=O)Nc2ccc3[nH]c(=O)[nH]c3c2)C1 (stereo not given)	.	1	-5
O=C(Nc1ccc(-c2nc3ccccc3o2)c(O)c1)c1ccc(Cl)cc1	-6	10	-4
O=C(c1cccc(C(F)(F)F)c1)N1CCC2(CC1)SCCN2C(=O)c1cccc(Cl)c1	-2	-14	-3
CCSc1nnc(NC(=O)CSc2nnc(CNC(=O)c3c(F)cccc3Cl)n2-c2ccccc2OC)s1	.	-4	-3
O=C1c2ccc(-c3nc4ccccc4c(=O)o3)cc2C(=O)N1c1ccccn1	-5	1	-3
COc1ccc(C(=O)N2CCCC(Nc3cc(C)ccc3F)C2)cc1 (stereo not given)	.	0	1
CN1CCN(C(=O)NC23CC4(C)CC(C)(CC(C)(C4)C2)C3)CC1	-4	.	-10
C/C(=N/NC(=O)CSCc1cc(C)cc(C)c1)c1ccc(Br)cc1	.	-6	-6
O=C(CCc1nnc(-c2ccc3c(c2)OCO3)o1)N1CCN(C(=O)c2cccs2)CC1	-9	-1&-3	-3&-6
COc1cccc(C(Nc2ncc(Br)cn2)C(C)(C)C)c1 (stereo not given)	.	0	-7
O=C1NCCCCC1n1nnc(-c2ccc(F)cc2)n1 (stereo not given)	-9	8&-1	0&-12

Record cards, from the list above.
COc1cccc(C(Nc2ncc(Br)cn2)C(C)(C)C)c1 (stereo not given) is listed with mcGAS inh = .; NPYLR7 agonist = 0; hcGAS lum = -7
CN1CCN(C(=O)NC23CC4(C)CC(C)(CC(C)(C4)C2)C3)CC1 is listed with mcGAS inh = -4; NPYLR7 agonist = .; hcGAS lum = -10
